Bioassay records deposited in PubChem BioAssay by National Center for Advancing Translational Sciences (NCATS).
KAT2A inh = GCN5L2 (KAT2A) acetyltransferase inhibition. GCN5L2 HAT assay, ThioGlo1 CoA-SH fluorescence. Potency, µM (series often up to 58.9 µM), for the others: at the highest dose activity change, negative = inhibition, usual class: inhibitors. 390,000 compounds, 0.21% hits. AID 504327
Target sequence (Q92830 whole entry, looked up): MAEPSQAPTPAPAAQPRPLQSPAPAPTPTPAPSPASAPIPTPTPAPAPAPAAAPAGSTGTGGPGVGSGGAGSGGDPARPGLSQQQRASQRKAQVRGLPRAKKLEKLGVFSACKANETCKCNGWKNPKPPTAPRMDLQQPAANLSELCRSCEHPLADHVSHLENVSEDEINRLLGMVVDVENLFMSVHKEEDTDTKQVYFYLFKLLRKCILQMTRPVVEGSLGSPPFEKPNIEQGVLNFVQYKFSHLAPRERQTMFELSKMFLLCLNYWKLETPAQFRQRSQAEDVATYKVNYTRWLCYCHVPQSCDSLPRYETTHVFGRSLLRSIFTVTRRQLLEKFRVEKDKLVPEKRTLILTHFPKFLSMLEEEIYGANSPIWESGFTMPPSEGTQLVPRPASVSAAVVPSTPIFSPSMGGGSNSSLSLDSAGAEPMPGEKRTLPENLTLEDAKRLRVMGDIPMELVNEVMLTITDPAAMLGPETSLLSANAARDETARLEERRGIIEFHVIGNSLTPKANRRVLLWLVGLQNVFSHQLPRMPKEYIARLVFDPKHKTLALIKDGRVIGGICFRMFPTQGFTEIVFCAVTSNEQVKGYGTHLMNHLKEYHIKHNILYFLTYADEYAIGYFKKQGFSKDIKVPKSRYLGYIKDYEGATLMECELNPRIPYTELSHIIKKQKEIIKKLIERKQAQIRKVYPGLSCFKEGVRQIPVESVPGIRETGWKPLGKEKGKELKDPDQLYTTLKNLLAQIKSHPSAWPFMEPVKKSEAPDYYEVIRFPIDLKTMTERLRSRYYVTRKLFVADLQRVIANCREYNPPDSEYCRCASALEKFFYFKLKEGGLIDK
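Enzyme at 20nM final was mixed with library compounds for 15 min at room temperature. Peptide H3(1-25) at 75uM, acetyl-CoA at 70uM and ThioGlo1 at 50uM were then added. Plates were read immediately and after 20 min (Ex340nm/Em540nm).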
TDP1 cell CPT = DT40-hTDP1 cell growth loss with CPT. chicken DT40 Tdp1-/-;hTDP1 cells + 20 nM CPT, ATP luminescence, 48 h. Potency, µM (highest dose often 46.2 µM), for inactives: at the top dose activity change, negative = growth inhibition, actives largely listed as inhibitors. 420,000 compounds, 12% hits; note: nearly all actives have a fitted effect of over 55% in size
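Chicken DT40 Tdp1-/- cells complemented with human TDP1, 400 cells/well, exposed to compounds plus 20 nM camptothecin for at least 48 h at 37 C; viability read as ATP content by CellTiter-Glo luminescence.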
DT40 TDP1 no CPT = qHTS for Inhibitors of human tyrosyl-DNA phosphodiesterase 1 (TDP1): qHTS in cells in absence of CPT | DT40 Tdp1-/- hTDP1 cells, no CPT, ATP luminescence, 48 h | Potency, µM (titrated, usually from 46.2 µM), for inactives: at the top dose activity change, negative = growth inhibition, actives largely listed as inhibitors | 420,000 compounds, 15% hits; note: nearly all actives have a fitted effect of over 55% in size
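Compound effects on proliferation are scored in DT40 Tdp1-/-;hTDP1 cells in the absence of CPT. ATP levels (CellTiter-Glo luminescence) are recorded after a ≥48 hr, 37 °C incubation.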
* hit, by the source's call; u = inconclusive; x = no result given; & = joins results of further samples; [ ] = remark or other dose. Calls come from the whole dose curve; as a rule, active = well fitted curve in the direction sought with a large enough effect; inconclusive = small, poorly fitted or top-dose-only effect, or another doubt; inactive = no such curve, though single readings can be large; an effect the other way counts as inactive or inconclusive. % is set by controls: 0 for no effect and ±100 for the full control effect; potency is the fitted concentration of half-maximal effect.

| SMILES | KAT2A inh | TDP1 cell CPT | DT40 TDP1 no CPT |
| --- | --- | --- | --- |
| NS(=O)(=O)c1ccc(NC(=O)COC(=O)C23CC4CC(CC(C4)C2)C3)cc1 | -2% | u | u |
| COc1ccc(NC(=O)CC(C)=O)c(OC)c1 | -4% | -4% | -16% |
| CC(OC(=O)c1ccco1)C(=O)NCc1cccs1 (configuration not stated) | -3% | 3% | -8% |
| CN(c1ccccc1)S(=O)(=O)c1cccc(NS(=O)(=O)c2cccc(C(=O)O)c2)c1 | -1% | 1% | 0% |
| COc1cccc(CNS(=O)(=O)c2ccc3c(c2)N(C(C)=O)CCS3)c1 | u | u | u |
| Cc1nn2cc(-c3ccc(Cl)cc3)nc2s1 | -20% | -16% | -27% |
| O=C(Cc1c[nH]c2ccccc12)Nc1ccccc1N1CCOCC1 | -6% | u | u |
| CN(CCC#N)C(=O)COC(=O)c1nn(-c2ccccc2)c(=O)c2ccccc12 | 0% | -1% | 4% |
| CC(=O)N(c1ccc(C(C)C)cc1)C1C=CS(=O)(=O)C1 (configuration not stated) | 1% | -1% | -4% |
| CCn1c2ccccc2c2cc(CN3CCN(Cc4ccccc4F)CC3)ccc21 | -2% | u | u |
| O=C(N[C@@H]1C/C=C\C[C@@H](CC(=O)N(CCO)Cc2ccccc2)C(=O)NC[C@H](c2ccccc2)OC1=O)OCC1c2ccccc2-c2ccccc21 | -14% | 2.6µM* | 7.3µM* |
| CCOC(=O)c1sc(-c2ccccc2)cc1N | -7% | 5% | -20% |
| COC(=O)c1sccc1NC(=O)Cc1ccc(OC)c(OC)c1 | -5% | -24% | -5% |
| Nc1cc(=O)[nH]c(SCC(=O)Nc2cccc(S(=O)(=O)N3CCCCC3)c2)n1 | 1% | 2% | -2% |
| COc1ccc(-c2c(-c3cc(OC)cc(OC)c3)n(C)c3ccc(-c4ccc(SC)cc4)cc23)cc1 | -2% | -6% | 7% |
| CC(C)=CCC/C(C)=C\COc1c2ccoc2cc2oc(=O)ccc12 | x | u | u |
| CC(C)Cn1c(N)c(C(=O)CSc2nnnn2C)c(=O)n(C)c1=O | -7% | -17% | -29% |
| O=C(CCNS(=O)(=O)c1ccccc1)Nc1ccccc1 | -6% | 5% | 12% |
| Cc1cc(C)n(-c2nc3ccccc3nc2Nc2ccc(N(C)C)cc2)n1 | -4% | -19% | -22% |
| COc1cccc(NC(=O)CNS(=O)(=O)c2ccc(Cl)cc2)c1 | 0% | 17% | 6% |
| CCOC(=O)C1CCN(C(=O)Nc2ccc3nc(C)c(C)nc3c2)CC1 | -11% | 4% | u |
| O=C(NCCCN1CCOCC1)c1c(O)c2cc(Br)cc(Br)c2[nH]c1=O | 0% | u | u |
| Nc1c(-c2ccccc2)cnn1-c1cccc(Cl)c1 | -1% | 2% | -20% |
| CC1=C(C(=O)N(C(C)C)C(C)C)CC(CC(=O)NCCc2ccccn2)C(=O)N1Cc1ccccc1 (configuration not stated) | x | -10% | -28% |
| Cc1ccc(S(=O)(=O)N2CCc3cc(C(=O)N(C)Cc4ccccc4)ccc32)cc1 | -5% | 15µM* | 13µM* |
| COc1cccc(CNC(=O)Cn2ncc3c(=O)oc4ccccc4c32)c1 | -9%&-6% | u | u |
| CCn1cc(S(=O)(=O)NCCc2ccc(OC)c(OC)c2)cn1 | -6% | 7% | 1% |
| CCNc1nc(Oc2ccc(OC)cc2)cc(C(F)(F)F)n1 | -11% | 16% | 1% |
| CC(=O)Nc1ccc2ccc3cccc4ccc1c2c34 | -3% | -2% | -1% |
| COc1ccc2c(c1OC)C(=O)OC2Nn1cncn1 (configuration not stated) | -1% | 3% | 3% |
| COc1ccccc1-c1noc(-c2ccccc2)n1 | -28% | -16% | -29% |
| O=C(NC(=S)Nc1cccc2cc(O)ccc12)c1ccccc1Br | -9% | u | u |
| CC(=O)NC(Cc1ccccc1)C(=O)NC1CCN(C(=O)c2ccc([N+](=O)[O-])cc2)CC1 (configuration not stated) | 2% | u | -21% |
| Cc1ccc(N(C(=O)C(F)(F)F)C(C(=O)NC2CCCCC2)c2ccncc2)cc1C (configuration not stated) | -5% | u | 18µM* |
| Cc1occc1C(=O)N/N=C/c1ccc[nH]1 | x | -13% | 7% |
| CCN1CCc2c(sc(-n3cccc3)c2C(C)NC(=O)Nc2ccccc2C)C1 (configuration not stated) | -6% | u | 23µM* |
| COc1cc(C=O)ccc1Oc1nc(Nc2ccc(F)cc2F)nc(N2CCOCC2)n1 | -8% | u | u |
| O=S1(=O)CCN(OCc2ccc(F)cc2Cl)CC1 | 1% | 0% | -16% |
| CCOC(=O)C1CCCN(C(=O)Cn2ncc3c([nH]c4ccc(C)cc43)c2=O)C1 (configuration not stated) | -3%&26% | u | u |
| Cc1nc(Nc2nc3ccccc3o2)nc(C)c1C(=O)Nc1ccc(F)cc1 | -16% | 4% | -1% |

Complete entries as entered above:
Cc1occc1C(=O)N/N=C/c1ccc[nH]1 is listed as KAT2A inh = x; TDP1 cell CPT = -13%; DT40 TDP1 no CPT = 7%
COc1ccc2c(c1OC)C(=O)OC2Nn1cncn1 (configuration not stated) is listed as KAT2A inh = -1%; TDP1 cell CPT = 3%; DT40 TDP1 no CPT = 3%

Going on with the list:
Fields: KAT2A inh	TDP1 cell CPT	DT40 TDP1 no CPT
O=C(CC[C@H]1O[C@@H](n2ccc(=O)[nH]c2=O)[C@H](O)[C@@H]1O)NC1CCN(Cc2ccccc2)C1 (some centres not stated)
  x	19%	-1%
O=C(Cn1nc(-c2ccccc2)ccc1=O)NCCN1CCN(c2cccc(Cl)c2)CC1
  -5%[0.501 µM]	u	-18%
CC(C)NC(=O)c1cc(C2CCCCN2S(=O)(=O)c2ccccc2)on1 (configuration not stated)
  x	-26%	-26%
CCCCCNC(=O)CC1Nc2c3ccccc3nc(=S)n2C1=O (configuration not stated)
  -12%	-18%	9%
NC(=O)C1(N2CCCCC2)CCN(C(=O)CSc2nc3ccccc3s2)CC1
  -16%	-27%	u
CC(=O)Nc1ccc(NC(=O)CCS(=O)(=O)c2ccc3c(c2)oc(=O)n3C)cc1
  u	-2%	1%
O=C(CCNC(=O)C1CCN(S(=O)(=O)c2ccc(F)cc2)CC1)Nc1ccccc1
  -4%	-1%	8%
CN(C)S(=O)(=O)c1ccc2c(c1)nc(CCC(=O)Nc1ccc(N3CCOCC3)cc1)n2C
  -8%	1%	-1%
O=c1c(-c2ccco2)nc2ccccc2n1C(c1ccccc1)c1nc2ccccc2[nH]1 (configuration not stated)
  x	16µM*	23µM*
CC(=O)N1CC(C)Sc2ccc(S(=O)(=O)NCc3ccc(F)cc3)cc21 (configuration not stated)
  -16%	u	u
N#Cc1ccc(CN2CCC3(CC2)CCN(C(=O)c2cnccn2)CC3)cc1
  9%	14%	27%
O=C(O)CCC(=O)OCCCc1cc2ccccc2c(=O)o1
  -3%	-14%	-6%
COCCNC(=O)C1(C)CCN(C(=O)COc2ccc(Cl)cc2Cl)C1 (configuration not stated)
  x	-14%	-18%
CCCCOc1ccc(C(=O)NN2CCOCC2)cc1
  x	2%	17%
C=CCSc1nnc2n(CCc3ccccc3)c(=O)c3c4c(sc3n12)COC(C)(C)C4
  -10%	23µM*	u

Part of the list above in order of SMILES length, falling.
Fields: KAT2A inh	TDP1 cell CPT	DT40 TDP1 no CPT
O=C(CC[C@H]1O[C@@H](n2ccc(=O)[nH]c2=O)[C@H](O)[C@@H]1O)NC1CCN(Cc2ccccc2)C1 (some centres not stated)
  x	19%	-1%
Nc1cc(=O)[nH]c(SCC(=O)Nc2cccc(S(=O)(=O)N3CCCCC3)c2)n1
  1%	2%	-2%
COc1cccc(CNS(=O)(=O)c2ccc3c(c2)N(C(C)=O)CCS3)c1
  u	u	u
Cc1cc(C)n(-c2nc3ccccc3nc2Nc2ccc(N(C)C)cc2)n1
  -4%	-19%	-22%
CCCCCNC(=O)CC1Nc2c3ccccc3nc(=S)n2C1=O (configuration not stated)
  -12%	-18%	9%
O=S1(=O)CCN(OCc2ccc(F)cc2Cl)CC1
  1%	0%	-16%
Cc1occc1C(=O)N/N=C/c1ccc[nH]1
  x	-13%	7%

The listing continues.
Fields: KAT2A inh	TDP1 cell CPT	DT40 TDP1 no CPT
N#C/C(=C/c1ccc(N2CCOCC2)o1)c1ccc(Br)cc1
  -7%	9.2µM*	15µM*
CN1CC[C@@]2(CCCN(C(=O)c3cccc(F)c3)C2)C1
  1%	5%	-6%
CC(=O)Oc1ccc2nc(CN3C(=O)c4ccc([N+](=O)[O-])cc4C3=O)oc(=O)c2c1
  -2%	4%	6%
CCCCCc1nnc(NC(=O)Cc2cccs2)s1
  u	-20%	-24%
COc1ccc(-c2ccc(=O)n(Cc3c(F)cccc3Cl)n2)cc1
  10%	15µM*	7.3µM*
CCc1noc(C)c1C(=O)N1CCCC1
  -3%	1%	-18%
CCc1sc(C(=O)Nc2ccc(OC)c(S(=O)(=O)N3CCOCC3)c2)cc1C
  -4%	u	u
CCOC(=O)c1c(C)[nH]c(C)c1S(=O)(=O)NCCc1ccco1
  -2%	4%	4%
COc1c2occc2c(OC)c2c(=O)cc(C)oc12
  -1%	u	u
CN(C)CCNC(C(=O)Nc1cccc(C(F)(F)F)c1)c1ccccc1 (configuration not stated)
  8%	-7%	2%
Cc1csc(Sc2ccc(C(=O)OCC(=O)Nc3ccc(F)cc3[N+](=O)[O-])cc2[N+](=O)[O-])n1
  -5%	18%	-8%
CCO/C=C1/C(=O)N(Cc2ccccc2)C(=O)c2ccccc21
  0%	-5%	-21%
CCCN1Cc2cccc(C(=O)NCc3ccccc3)c2C1=O
  -5%	-25%	-4%
CN(C)C1CN(Cc2cn(Cc3cccc(Cl)c3)nn2)S(=O)(=O)C1 (configuration not stated)
  x	4%	-1%
Cc1cccc(C)c1OCCOCCN1CCN(C)CC1
  -1%	u	-7%&-15%
CCOC(=O)C1CCN(C(=O)CCCNC(=O)Cn2cnc3sc(C)c(C)c3c2=O)CC1
  -1%	4%	0%
Cc1ccc2c(C)ccnc2c1
  x	10µM*	7.1µM*
Cn1cc(/C=C2\SC(=S)N(NC(=O)c3cccc(Cl)c3)C2=O)c2ccccc21
  u	-26%	-4%
COC(=O)c1cc(CN2C(=O)c3ccccc3C2=O)c(O)c([N+](=O)[O-])c1
  -18%	-6%	31%[activator]
O=C(Nc1ccccc1F)Nc1cccnc1Cl
  x	u	u
COCCn1c2nc(=O)n(-c3ccccc3)c(=O)c-2nc2ccccc21
  x	u	12µM*
CCN(CC)S(=O)(=O)c1ccc(/C(O)=C2/C(=O)C(=O)N(CCOC)C2c2ccccc2)cc1 (configuration not stated)
  -1%	0%	-9%
C=CCNC(=S)Nc1ccc(C)cc1[N+](=O)[O-]
  3%	3%	2%
CCOC(=O)Cc1nc2cc(Cl)ccc2o1
  u	15%	1%
CC(=O)c1cccc(NC(=O)c2ccc(OCc3c(C)noc3C)cc2)c1
  -2%	-12%	-19%
CC1CC(C)CN(CCCSc2ccccc2)C1 (configuration not stated)
  0%	-14%	-15%
Cc1ccc(Cn2c(SCC(=O)C(C)(C)C)nc3ccsc3c2=O)cc1
  0%	21µM*	15µM*
Cc1cc(Cn2ccnc2)c(C)c([N+](=O)[O-])c1Cn1ccnc1
  -2%	-14%	u
CCC(c1nnnn1Cc1cccs1)N1CCN(C(=O)c2ccco2)CC1 (configuration not stated)
  0%	-5%	-16%
O=C(CN1CCN(Cc2ccccc2)CC1)N1CCN(c2ccccc2)CC1
  -5%	-25%	u
CC(=O)Nc1ccc(S(=O)(=O)NC(CC(=O)NCCc2ccccc2)C(C)C)cc1 (configuration not stated)
  2%	3%	2%
CCn1cc(C(=O)NCc2ccccc2Cl)c(=O)c2cc(S(=O)(=O)N3CCc4ccccc4C3)ccc21
  -4%	-18%	u
CCOC(=O)N1CCN(c2c(NCCCN(CC)Cc3ccccc3)c(=O)c2=O)CC1
  -16%	8%	-15%
Cc1ccc(C(=O)NC(=S)N(C)Cc2ccccc2)cc1
  x	u	u
Cc1cc(C)cc(NC(=O)CSCc2cc(=O)c3cc(Cl)ccc3[nH]2)c1
  1%	8%	-1%
O=C(Cc1ccccc1)NNC(=O)c1cnccn1
  -3%	4%	-5%
Cc1csc(NC(=O)CSc2[nH]c(=O)ncc2C)n1
  3%	-22%	9%
CCOc1ccc(CNS(=O)(=O)c2cc(-c3cc(C)no3)ccc2C)cc1OC
  -3%	-13%	u
OCCCNC(=S)Nc1ccc(Br)cc1Cl
  0%	-14%	-9%
CC(C)=CCN1CCN(Cc2cc3ccccc3[nH]2)CC1CCO (configuration not stated)
  2%	-7%	12%
